ATXN2 expr inh: Primary qHTS for Inhibitors of ATXN expression; HEK-293 ATXN2-luciferase reporter, luminescence, 24 h; Potency, µM (top dose mostly 57 µM), for inactives: top-dose activity change, negative = inhibition, usual class: inhibitors; actives 0.72% (n = 360,000); further: on the % scale 0 is the no-effect control and ±100 the full control effect; nearly all actives have a fitted effect of over 55% in size
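qHTS (up to 57 uM final) was run with 24 h compound exposure of reporter cells at 37 °C. Each well was multiplexed: SteadyGlo luminescence measured ATXN2-luciferase expression after a fluorogenic Gly-Phe-AFC viability readout (25 uM final).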
TGFb SMAD3 inh: qHTS for Inhibitors of TGF-b; HepG2 CAGA-GFP TGF-b/SMAD3 reporter, GFP fluorescence, 18 h; TGF-beta stimulated, 500 pg/mL final; Potency, µM (doses to about 46.1 µM), without a hit: at the top dose activity, negative = inhibition, hits mostly inhibitors; actives 1.2% (n = 410,000); AID 588855, 2011; further: on the % scale 0 is the no-effect control and ±100 the full control effect; nearly all actives have a fitted effect of over 65% in size
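Cell-based qHTS in HEPG2 carrying a CAGA-GFP Smad reporter; compounds added before 500 pg/mL final TGF-beta, 18 h incubation at 37 degrees C, GFP fluorescence quantified per cell by imaging cytometry.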
Nrf2 ARE act: qHTS of Nrf2 Activators. AREc32 ARE-luciferase reporter (MCF7-derived line), luminescence, 24 h. Potency, µM (doses to about 46.1 µM), without a hit: at the highest dose activation, hits mostly activators. actives 0.31% (n = 410,000). AID 624171, 2012; further: % of control where 0% means no effect; nearly all actives have a fitted effect of over 65% in size
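Each well held 1000 AREc32 cells, which were incubated with compound for 24 hr at 37 deg C after overnight attachment, and ARE reporter activity was quantified by firefly luciferase luminescence.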
HepG2 viability: qHTS for Inhibitors of TGF-b: Cytotox Counterscreen; actives 0.76% (n = 410,000); HepG2 CAGA-GFP viability, ATP luminescence, 18 h; Potency, µM (titrated, usually from 46.1 µM), for the others: at the top dose activity change, negative = cytotoxicity, hits mostly cytotoxic; further: some results filed as inactive show a strong effect at the top dose
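HepG2 CAGA-GFP cells (1000/well, DMEM with 1% FBS) received compound, then TGF-beta at 500 pg/mL final, and were incubated 18 hours at 37 degrees C. Viability was read by CellTiter-Glo luminescence. Media-only wells were set as complete cell-killing and DMSO as no toxicity.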
EPAC2 antag: qHTS for Antagonist of cAMP-regulated guanine nucleotide exchange factor 2 (EPAC2): primary screen. EPAC2 GEF exchange of Rap1B-BODIPY-GDP, fluorescence. Potency, µM (doses to about 114 µM), without a hit: at the highest dose activity, negative = inhibition, most hits filed as inhibitors. actives 0.18% (n = 360,000). AID 720708, 2013; further: on the % scale 0 is the no-effect control and ±100 the full control effect; nearly all actives have a fitted effect of over 45% in size; many of its hits are not listed in these tables
Target sequence (Q8WZA2 whole entry, looked up): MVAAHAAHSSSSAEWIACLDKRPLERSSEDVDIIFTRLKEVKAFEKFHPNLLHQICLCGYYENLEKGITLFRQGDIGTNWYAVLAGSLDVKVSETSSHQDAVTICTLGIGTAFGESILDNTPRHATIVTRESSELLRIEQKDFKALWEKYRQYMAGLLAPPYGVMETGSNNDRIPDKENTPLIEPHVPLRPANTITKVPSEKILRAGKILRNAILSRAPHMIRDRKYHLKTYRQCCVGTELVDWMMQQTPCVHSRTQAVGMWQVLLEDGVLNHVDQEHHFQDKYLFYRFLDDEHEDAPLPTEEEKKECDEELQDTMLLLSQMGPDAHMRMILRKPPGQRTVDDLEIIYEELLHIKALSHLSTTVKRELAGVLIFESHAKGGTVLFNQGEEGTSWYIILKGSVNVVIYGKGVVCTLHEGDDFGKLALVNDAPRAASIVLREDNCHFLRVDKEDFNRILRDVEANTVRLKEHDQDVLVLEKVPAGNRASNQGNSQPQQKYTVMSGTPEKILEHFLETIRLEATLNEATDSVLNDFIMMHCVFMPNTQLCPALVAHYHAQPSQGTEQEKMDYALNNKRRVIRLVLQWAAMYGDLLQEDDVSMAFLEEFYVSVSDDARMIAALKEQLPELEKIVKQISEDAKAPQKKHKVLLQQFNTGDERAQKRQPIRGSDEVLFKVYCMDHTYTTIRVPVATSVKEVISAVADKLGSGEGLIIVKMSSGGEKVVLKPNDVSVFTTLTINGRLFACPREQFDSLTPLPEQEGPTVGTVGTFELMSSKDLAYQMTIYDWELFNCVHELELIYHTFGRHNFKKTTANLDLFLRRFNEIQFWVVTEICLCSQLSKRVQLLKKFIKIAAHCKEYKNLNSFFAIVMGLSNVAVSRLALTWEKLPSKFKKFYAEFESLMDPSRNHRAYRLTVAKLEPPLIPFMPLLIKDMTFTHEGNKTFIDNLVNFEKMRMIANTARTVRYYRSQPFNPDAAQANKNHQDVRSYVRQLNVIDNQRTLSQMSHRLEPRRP
Nrf2 block: Nrf2 qHTS screen for inhibitors; A549 ARE-Fluc reporter, luciferase luminescence, 18-24 h; Potency, µM (doses to about 46 µM), without a hit: top-dose activity change, negative = inhibition, usual class: inhibitors; actives 2.1% (n = 360,000); AID 504444, 2011; further: on the % scale 0 is the no-effect control and ±100 the full control effect; nearly all actives have a fitted effect of over 60% in size
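In this cell-based qHTS, ARE-driven firefly luciferase in A549 cells reports Nrf2 activity; the luminescent signal after BugLite lysis is the measured value, with a prior CellTiter-Fluor read for cell health.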
MCF10A rereplic: A quantitative high throughput screen for small molecules that induce DNA re-replication in MCF 10a normal breast cells; Potency, µM (titrated, usually from 46.1 µM), without a hit: at the highest dose activity, positive = re-replication, actives largely listed as activators; actives 2.9% (n = 350,000); MCF 10A DNA re-replication, Hoechst nuclear intensity, 48 h; further: % of control where 0% means no effect; nearly all actives have a fitted effect of over 50% in size
A549 viability: Nrf2 qHTS screen for inhibitors: counterscreen for cytotoxicity | A549 ARE-Fluc cells, CellTiter-Fluor viability, 18-24 h | actives 0.16% (n = 390,000) | Potency, µM (doses to about 46 µM), without a hit: at the top dose activity change, negative = cytotoxicity, hits mostly inhibitors; further: on the % scale 0 is the no-effect control and ±100 the full control effect
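A549 ARE_Fluc cells in 5% FBS OPTI-MEM were exposed to compounds in concentration-response for 18-24 h at 37 deg C. Viability was read by CellTiter-Fluor fluorescence (Ex 405/Em 525) after 30 min, before the luciferase read.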
ATXN viability: Viability Counterscreen for Primary qHTS for Inhibitors of ATXN expression | S2 cells (HEK-293 line with an ATXN2-luciferase reporter) viability, CellTiter-Fluor protease fluorescence, 24 h | Potency, µM (doses to about 56.7 µM), actives largely listed as cytotoxic | actives 0.49% (n = 400,000); further: nearly all actives have a fitted effect of over 40% in size
Starred values were filed as active, the others as inactive; & = joins results of further samples; [ ] = another dose, or the depositor's remark. The call rests on the fitted dose curve; in most records, active means well fitted curve in the direction sought with a large enough effect; inconclusive means small, poorly fitted or top-dose-only effect, or another doubt; inactive means no such curve, though single readings can be large; an effect the other way counts as inactive or inconclusive. Potency means the concentration at half of the fitted maximal effect.

What do the screens show for `CCOC(=O)CCNCC1COc2ccccc2O1` (stereo not drawn)?
ATXN2 expr inh: -5%; TGFb SMAD3 inh: 5%; Nrf2 ARE act: 0.2%; HepG2 viability: 7%; EPAC2 antag: -1%; Nrf2 block: 26%; MCF10A rereplic: -7%; A549 viability: 0%; ATXN viability: inactive

What do the screens show for `CCCn1c(=NC(=O)c2ccncc2)c(C#N)cc2c(=O)n3cccc(C)c3nc21`?
ATXN2 expr inh: -6%; TGFb SMAD3 inh: 6%; Nrf2 ARE act: -0.2%; HepG2 viability: 4%; EPAC2 antag: 9%; Nrf2 block: 3%; MCF10A rereplic: -3%; A549 viability: 1%; ATXN viability: inactive

How did Cc1ccccc1-c1cc2nc(NCc3ccccc3F)n(C)c(=O)c2s1 do in these assays?
ATXN2 expr inh: -11%; TGFb SMAD3 inh: inconclusive; Nrf2 ARE act: 5.7%; HepG2 viability: -41%; EPAC2 antag: 14%; ATXN viability: inactive

Results for CN1CCc2c(sc(/N=C/c3cc(C(C)(C)C)ccc3O)c2C#N)C1 ?
ATXN2 expr inh: 0%; TGFb SMAD3 inh: 20%; Nrf2 ARE act: -0.2%; HepG2 viability: -5%; EPAC2 antag: -9%; Nrf2 block: 9%; MCF10A rereplic: 26%; A549 viability: 0%; ATXN viability: inactive

Results for CCOC(=O)c1c(NC(=S)SC)sc(C(=O)N2CCc3ccccc3C2)c1C ?
TGFb SMAD3 inh: -4%; Nrf2 ARE act: -0.9%; HepG2 viability: -26%; EPAC2 antag: 7%; ATXN viability: inconclusive

How did Cc1ccccc1S(=O)(=O)N1C[C@H]2CON(C)[C@H]2C[C@H]1c1cccc(-c2ccccc2)c1 do in these assays?
ATXN2 expr inh: -5%; TGFb SMAD3 inh: inconclusive; Nrf2 ARE act: 6.9%; HepG2 viability: -4%; EPAC2 antag: -19%; Nrf2 block: inconclusive; MCF10A rereplic: inconclusive; A549 viability: 1%; ATXN viability: inactive

How did O=C(COC(=O)Cn1cnc2ccccc2c1=O)NCCC1=CCCCC1 do in these assays?
ATXN2 expr inh: 1%; TGFb SMAD3 inh: -15%; Nrf2 ARE act: 4.4%; HepG2 viability: 18%; EPAC2 antag: -24%; Nrf2 block: 4%; MCF10A rereplic: -3%; A549 viability: -5%; ATXN viability: inactive

How did Cc1ccc(C)c(SCC(=O)OCC(=O)NCc2ccccc2)c1 do in these assays?
ATXN2 expr inh: 2%; TGFb SMAD3 inh: -14%; Nrf2 ARE act: 3.0%; HepG2 viability: 1%; EPAC2 antag: -8%; Nrf2 block: 18%; MCF10A rereplic: 1%; A549 viability: -4%; ATXN viability: inactive

How did Cc1sc2ncnc(N3CCC(C(=O)N(C)CC(=O)Nc4ccccc4Br)CC3)c2c1C do in these assays?
ATXN2 expr inh: -28%; TGFb SMAD3 inh: -2%; Nrf2 ARE act: -1.0%; HepG2 viability: -6%; EPAC2 antag: -7%; Nrf2 block: inconclusive; MCF10A rereplic: inconclusive; A549 viability: -11%; ATXN viability: inactive

How did CC1=C(C)CC(C(=O)c2ccccc2)C(C(=O)O)C1 (stereo not drawn) do in these assays?
ATXN2 expr inh: -5%; TGFb SMAD3 inh: -23%; Nrf2 ARE act: -1.0%; HepG2 viability: 1%; EPAC2 antag: -1%; Nrf2 block: -17%; MCF10A rereplic: -6%; A549 viability: -5%; ATXN viability: inactive

How did COc1ccccc1NC(=O)C(C/C=C(/C)Cl)C(C)=O (stereo not drawn) do in these assays?
ATXN2 expr inh: -3%; TGFb SMAD3 inh: 0%; Nrf2 ARE act: -0.2%; HepG2 viability: -4%; EPAC2 antag: 6%; Nrf2 block: 16%; MCF10A rereplic: inconclusive; A549 viability: 2%; ATXN viability: inactive

How did Nc1nnc(SCc2ccccc2F)s1 do in these assays?
ATXN2 expr inh: 21%; TGFb SMAD3 inh: -10%; Nrf2 ARE act: -0.2%; HepG2 viability: -41%; EPAC2 antag: -7%; Nrf2 block: inconclusive; MCF10A rereplic: 0%; A549 viability: 1%; ATXN viability: inactive

How did O=C(c1ccc(Br)o1)N1CCN(C/C=C/c2ccccc2)CC1 do in these assays?
ATXN2 expr inh: -1%; TGFb SMAD3 inh: 4%; Nrf2 ARE act: -0.7%; HepG2 viability: 0%; EPAC2 antag: 5%; Nrf2 block: 5%; MCF10A rereplic: 3%; A549 viability: -1%; ATXN viability: inactive

What do the screens show for `O=C(OCc1cc(=O)n2ccsc2n1)c1ccc(OC(F)F)cc1`?
ATXN2 expr inh: -15%; TGFb SMAD3 inh: 5%; Nrf2 ARE act: 0.2%; HepG2 viability: 3%; EPAC2 antag: 4%; Nrf2 block: 11%; MCF10A rereplic: 12%; A549 viability: 2%; ATXN viability: inactive

Results for O=C(COC(=O)c1ccccc1NCCO)Nc1cccc(S(=O)(=O)NC2=NCCCCC2)c1 ?
ATXN2 expr inh: 3%; TGFb SMAD3 inh: -17%; Nrf2 ARE act: 0.4%; HepG2 viability: -11%; EPAC2 antag: -13%; Nrf2 block: 5%; MCF10A rereplic: -27%; A549 viability: 1%; ATXN viability: inactive

Results for Cc1cccc(N2C(=O)CC(N3CCC(c4nc5ccccc5[nH]4)CC3)C2=O)c1 (stereo not drawn) ?
ATXN2 expr inh: 1%; TGFb SMAD3 inh: 14%; Nrf2 ARE act: -0.8%; HepG2 viability: -16%; EPAC2 antag: -2%; Nrf2 block: 2%; MCF10A rereplic: 1%; A549 viability: 1%; ATXN viability: inactive

How did CCOC(=O)C(C)NC(=O)C1CCN(c2ncnc3c2nc2n3CCCCC2)CC1 (stereo not drawn) do in these assays?
TGFb SMAD3 inh: 7%; Nrf2 ARE act: -0.7%; HepG2 viability: 7%; Nrf2 block: inconclusive; A549 viability: 2%

What do the screens show for `Cc1cc(-c2onc(C)c2C(=O)Oc2ccc(Cl)cc2)no1`?
ATXN2 expr inh: inconclusive; TGFb SMAD3 inh: 0%; Nrf2 ARE act: -0.1%; HepG2 viability: -23%; EPAC2 antag: -11%; Nrf2 block: 1%; MCF10A rereplic: inconclusive; A549 viability: -1%; ATXN viability: inactive

What do the screens show for `C[C@H](CO)N1C[C@H](C)[C@@H](CN(C)S(=O)(=O)c2ccc(F)cc2)Oc2ccc(NC(=O)NC3CCCCC3)cc2C1=O`?
ATXN2 expr inh: 3%; TGFb SMAD3 inh: -10%; Nrf2 ARE act: 5.2%; HepG2 viability: 0%; EPAC2 antag: -11%; Nrf2 block: -20%; MCF10A rereplic: -6%; A549 viability: 5%; ATXN viability: inactive

Results for COc1ccc(CC(=O)NCc2cn3ccsc3n2)cc1 ?
ATXN2 expr inh: -8%; TGFb SMAD3 inh: -3%; Nrf2 ARE act: 2.9%; HepG2 viability: 9%; EPAC2 antag: 26%; Nrf2 block: 8%; MCF10A rereplic: -3%; A549 viability: 15%; ATXN viability: inactive

How did Cc1[nH]c(SCC(=O)Nc2cc(C(N)=O)cc(C(N)=O)c2)nc1Cc1ccccc1 do in these assays?
ATXN2 expr inh: 2%; TGFb SMAD3 inh: -4%; Nrf2 ARE act: 1.9%; HepG2 viability: -7%; EPAC2 antag: -4%; Nrf2 block: 16%; MCF10A rereplic: -36%[inhibitor]; A549 viability: -1%; ATXN viability: inactive

Results for Cc1noc(C)c1COc1ccc(C(=O)N2CCN(c3ccccc3F)CC2)cc1 ?
ATXN2 expr inh: 5%; TGFb SMAD3 inh: 12%; Nrf2 ARE act: 0.4%; HepG2 viability: -2%; EPAC2 antag: -5%; Nrf2 block: -2%; MCF10A rereplic: inconclusive; A549 viability: -3%; ATXN viability: inactive

How did CCn1ncc(Br)c1C(=O)Nc1cc([N+](=O)[O-])ccc1C do in these assays?
ATXN2 expr inh: -21%; TGFb SMAD3 inh: 5%; Nrf2 ARE act: inconclusive; HepG2 viability: 6%; EPAC2 antag: 0%; Nrf2 block: 3%; MCF10A rereplic: -7%; A549 viability: -1%; ATXN viability: inconclusive

Results for Cc1ccc(Sc2c(C=O)c3ccccc3n2C)cc1 ?
ATXN2 expr inh: -16%; TGFb SMAD3 inh: inconclusive; Nrf2 ARE act: -0.4%; HepG2 viability: -14%; EPAC2 antag: -5%; Nrf2 block: inconclusive; MCF10A rereplic: inconclusive; A549 viability: inconclusive; ATXN viability: inactive

How did O=C1c2ccccc2C(=O)N1Cc1cc(-c2ccc(Cl)cc2)no1 do in these assays?
ATXN2 expr inh: 3%; TGFb SMAD3 inh: 12%; Nrf2 ARE act: -0.7%; HepG2 viability: -12%; EPAC2 antag: -2%; Nrf2 block: -10%; MCF10A rereplic: inconclusive; A549 viability: -13%; ATXN viability: inactive

What do the screens show for `CCCSc1ncc(Cl)c(C(=O)Nc2ccc(S(=O)(=O)Nc3ncccn3)cc2)n1`?
ATXN2 expr inh: 9%; TGFb SMAD3 inh: 22%; Nrf2 ARE act: 1.5%&-0.1%; HepG2 viability: 1%&0%; EPAC2 antag: 9%; Nrf2 block: -20%&12%; MCF10A rereplic: -1%; A549 viability: 2%&0%; ATXN viability: inactive

Results for CC(C)(CO)NCC(O)COc1ccc2c(c1)CCC2 (stereo not drawn) ?
ATXN2 expr inh: -3%; TGFb SMAD3 inh: -24%; Nrf2 ARE act: -1.6%; HepG2 viability: 0%; EPAC2 antag: -1%; Nrf2 block: -1%; MCF10A rereplic: 5%; A549 viability: 15%; ATXN viability: inactive

Compounds above with an aryl methoxy group:
How did COc1ccccc1NC(=O)C(C/C=C(/C)Cl)C(C)=O (stereo not drawn) do in these assays?
ATXN2 expr inh: -3%; TGFb SMAD3 inh: 0%; Nrf2 ARE act: -0.2%; HepG2 viability: -4%; EPAC2 antag: 6%; Nrf2 block: 16%; MCF10A rereplic: inconclusive; A549 viability: 2%; ATXN viability: inactive

Results for COc1ccc(CC(=O)NCc2cn3ccsc3n2)cc1 ?
ATXN2 expr inh: -8%; TGFb SMAD3 inh: -3%; Nrf2 ARE act: 2.9%; HepG2 viability: 9%; EPAC2 antag: 26%; Nrf2 block: 8%; MCF10A rereplic: -3%; A549 viability: 15%; ATXN viability: inactive

This is a subset, so the mix of outcomes need not match the whole.
